Assay outcomes as filed in PubChem BioAssay.
inhibitors of VEEV: inhibitors of VEEV TC-83 cytopathic effect, confirmation, Vero cells (AID 588727) | inhibition, % at 20 µM; hits with a dose series show IC50 in µM | Vero cells, VEEV TC-83 cytopathic effect inhibition; higher % means a stronger effect | 350,000 compounds, 0.13% hits; in the data active = a potency from the dose series; inconclusive = inhibition mostly from about 14% at the one dose, without a potency; inactive = the rest, 99 in 100 with inhibition below about 12%; also: strong numbers were not always called active
M. tuberculosis HTS: M. tuberculosis growth inhibition, HTS (AID 449762) | M. tuberculosis H37Rv growth inhibition, 7H9 media; higher % means a stronger effect | inhibition, % at 25 µM; hits with a dose series show IC50 in µM | 330,000 compounds, 0.59% hits; in the data active = a potency from the dose series; inconclusive = inhibition above about 70% without an active follow-up result;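 also: bacterial growth assessed after seven days of incubation; strong numbers were not always called active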
M. tuberculosis: growth inhibition of non-replicating M. tuberculosis (AID 488890). inhibition, % at 25 µM, or IC50 in µM where a hit was titrated. 320,000 compounds, 0.39% hits. Mycobacterium tuberculosis non-replicating, growth inhibition; higher % means a stronger effect; in the data active = a potency from the dose series; inconclusive = inhibition mostly from about 82% at the one dose, without a potency; inactive = the rest, 99 in 100 with inhibition below about 76%;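 also: plate controls were DMSO cells for no effect and high antibiotic wells for full effect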
influenza NS1A: NS1A inhibition, H1N1 influenza, cell based functional assay (AID 504329). NS1A functional cell-based assay, percent inhibition; higher % means a stronger effect. inhibition, % at 12.5 µM; hits with a dose series show IC50 in µM. 340,000 compounds, 0.3% hits; in the data active = a potency from the dose series; inconclusive = inhibition above about 27% without an active follow-up result; also: strong numbers were not always called active
Salmonella PhoP GFP: PhoP regulon inhibitors, Salmonella typhi PhoP promoter GFP reporter, confirmatory (AID 1850); Salmonella Typhi PhoP-promoter GFP reporter, fluorescence, 4 h; higher % means a stronger effect; 310,000 compounds, 0.33% hits; inhibition, % at 50 µM; hits with a dose series show IC50 in µM; in the data active = a potency from the dose series; inconclusive = inhibition mostly from about 25% at the one dose, without a potency; inactive = the rest, 99 in 100 with inhibition below about 19%;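 also: 0% = induced wells with vehicle and 100% = uninduced wells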
* hit, by the source's call; i = inactive; ? = inconclusive; . = no result given.

Keys – A = inhibitors of VEEV; B = M. tuberculosis HTS; C = M. tuberculosis; D = influenza NS1A; E = Salmonella PhoP GFP
> CC1(C)CC(N2CCC(=O)N(C3CC(C)(C)NC(C)(C)C3)C2)CC(C)(C)N1
  A: 0.2% | B: -4% | C: 4% | D: -14% | E: -23%
> Cc1ccc2nc(Cl)c(/C=N/NC(=O)[C@H]3C[C@@H]3c3ccccc3)cc2c1
  A: i | B: 6% | C: -20% | D: 7% | E: -7%
> COc1ccc(C(C(=O)NC(C)(C)C)N(Cc2ccccc2)C(=O)CCC(=O)Nc2cc(C)on2)cc1 (stereo not drawn)
  A: i | B: 7% | C: 10% | D: -1% | E: 3%
> COc1cccc(CNS(=O)(=O)c2c(C)nc3sccn3c2=O)c1
  A: i | B: -11% | C: -3% | D: 5% | E: 6%
> CC(=O)n1cc([C@H]2C=C(C(=O)N3CCN(Cc4ccccc4)CC3)O[C@@H](OCCCCO)C2)c2ccccc21
  A: 11% | B: 2% | C: 19% | D: 15% | E: -19%
> Cc1cc(COc2ccccc2)oc1C(=O)O
  A: 0.5% | B: -6% | C: -6% | D: 2% | E: 5%
> CSc1ccccc1OCc1cc(C(=O)NC(C)CCn2cccn2)no1 (stereo not drawn)
  A: 6.1% | B: -16% | C: -9% | D: 7% | E: -2%
> COc1cc(/C=C(\C#N)C(=O)c2c[nH]c3ccccc23)cc(OC)c1O
  A: 4.0% | B: -9% | C: -8% | D: 16% | E: 12%
> c1ccc2c3c(c(CN4CCCCC4)cc2c1)COC3
  A: 0.6% | B: -8% | C: -15% | D: . | E: -3%
> CN1C(=O)N(C)C(=O)C(NS(=O)(=O)c2ccc(N)cc2)(c2ccccc2)C1=O
  A: 0.0% | B: . | C: . | D: 5% | E: .
> Cc1ccc2c(c1)N(CC(=O)NCCc1ccccc1)C(=O)c1cccnc1O2
  A: 0.6% | B: -6% | C: 15% | D: -2% | E: 10%
> CCOC(=O)c1c(NC(=O)c2ccc(C)cc2)sc2c1CC(C)(C)OC2
  A: 6.5% | B: -1% | C: 15% | D: -5% | E: 3%
> CCOC(=O)C1(CCOC)CCN(Cc2cnc(-c3cccc(C)c3)nc2)CC1
  A: 2.9% | B: 0% | C: 8% | D: -11% | E: -9%
> C=CCN(CC=C)C(=S)NC(=O)Cc1cccc2ccccc12
  A: 3.5% | B: ? | C: 79% | D: -9% | E: -7%
> CCN(CC)C(=O)N1CCN(S(=O)(=O)c2ccc(C)c(C)c2)CC1
  A: 0.1% | B: 4% | C: 3% | D: 3% | E: 5%
> CCOC(=O)C1=C(COC(=O)/C=C/c2ccc(OC)cc2OC)NC(=O)NC1C (stereo not drawn)
  A: 9.4% | B: 17% | C: 11% | D: -19% | E: 10%
> O=C1CCN(Cc2nnnn2CC2CCCO2)c2ccccc2N1 (stereo not drawn)
  A: 0.1% | B: -2% | C: -8% | D: 6% | E: -2%
> O=C(O)c1ccc(CNC(=O)c2ccccc2NC(=O)c2ccc([N+](=O)[O-])cc2)cc1
  A: 1.8% | B: 7% | C: 12% | D: -3% | E: -12%
> CCOc1ccc(C2/C(=C(\O)c3ccc4c(c3)OCCO4)C(=O)C(=O)N2CCN2CCOCC2)cc1OC (stereo not drawn)
  A: 0.8% | B: -9% | C: 15% | D: -4% | E: 2%
> FC(F)(F)c1cc(-c2ccco2)nc(N2CCOCC2)n1
  A: i | B: 2% | C: 5% | D: -8% | E: 18%
> Cc1cccc(NC(=O)C2CCCN(S(=O)(=O)c3cccc4cccnc34)C2)c1 (stereo not drawn)
  A: 9.3% | B: -6% | C: 29% | D: 8% | E: 7%
> CC(O)CCC(=O)NCCNC(=O)CCC(C)O (stereo not drawn)
  A: 1.3% | B: 5% | C: 7% | D: 11% | E: -4%
> O=C(NNC(=O)c1cc(-c2ccc(Cl)cc2Cl)nc2ccccc12)Nc1ccccc1
  A: 4.5% | B: ? | C: 9% | D: -15% | E: 5%
> Cc1c(Br)c([N+](=O)[O-])nn1CC(=O)Nc1ccc2nc3n(c(=O)c2c1)CCCC3
  A: 2.0% | B: 3% | C: 17% | D: -14% | E: 3%
> COc1ccc(C(=O)C2CCCN(C(=O)Cn3cncn3)C2)cc1OC (stereo not drawn)
  A: 0.7% | B: 0% | C: -7% | D: -10% | E: -12%
> O=C1OC(N2C(=O)CC[C@H]2C(=O)Nc2ccc(F)c(F)c2)c2ccccc21 (stereo partly drawn)
  A: 0.1% | B: -2% | C: -4% | D: -1% | E: 10%
> c1cc2c3c(cccc3c1)-c1cnccc1-2
  A: 0.8% | B: . | C: . | D: -31% | E: .
> COC(=O)c1ccc(C2c3[nH]c4ccccc4c3C[C@H]3C(=O)N(C)CC(=O)N23)cc1 (stereo partly drawn)
  A: 0.0% | B: -2% | C: -14% | D: -2% | E: -12%
> CCCN(CCC)S(=O)(=O)c1ccc(Cl)c(OC)c1
  A: i | B: 2% | C: 6% | D: -3% | E: 1%
> CCCCn1c(CN2C(=O)c3ccccc3C2=O)nc2ccccc2c1=O
  A: 0.2% | B: -5% | C: -3% | D: -4% | E: -2%
> CCOC(=O)c1c(C)[nH]c(=S)c(C#N)c1-c1ccc(OC)cc1
  A: 3.9% | B: . | C: -23% | D: -5% | E: -9%
> CC(=O)N1CC23C=CC(CC2CC12CCCCCC2)O3 (stereo not drawn)
  A: 0.5% | B: 2% | C: 9% | D: 0% | E: -6%
> NNC(=O)CN1C(c2ccccc2)=Nc2ccc(Br)cc2C1c1ccccc1 (stereo not drawn)
  A: 0.3% | B: 8% | C: 29% | D: -4% | E: 0%
> Cc1ccc(C(=O)N2CCN(S(=O)(=O)c3ccccc3C#N)CC2)cc1S(=O)(=O)N1CCOCC1
  A: 4.1% | B: 6% | C: 14% | D: -2% | E: .
> COC(=O)c1c(NC(=O)Cc2cccs2)sc2c1CCCC2
  A: 2.2% | B: 1% | C: 34% | D: 9% | E: 6%
> Cc1cc(C)c(CSc2nnnn2-c2ccc(C(=O)O)cc2)c(C)c1
  A: 1.3% | B: 0% | C: -8% | D: 18% | E: 3%
> Cc1ccc(C2=NN(S(C)(=O)=O)C(c3ccc4nccnc4c3)C2)cc1 (stereo not drawn)
  A: 0.4% | B: 9% | C: 24% | D: -1% | E: -5%
> COc1ccccc1-c1cc(C(=O)Nc2sc3c(c2C#N)CCC(C)C3)c2ccccc2n1 (stereo not drawn)
  A: 3.1% | B: 9% | C: 9% | D: 4% | E: 2%
> CN1C=CC=C/C1=C1\SC(=S)N(N)C1=O
  A: 4.2% | B: 15% | C: -8% | D: 8% | E: -4%
> O=C(Cn1cnc2c(OCc3ccccc3)ncnc21)NCCCN1CCCC1=O
  A: i | B: 3% | C: -6% | D: -2% | E: .
> CCOC(=O)c1ccc(NC(=O)CSc2ncccn2)cc1
  A: i | B: ? | C: 70% | D: 3% | E: 19%
> Cn1cc(C(=O)c2ccc(Cl)cc2Cl)cc1C(=O)N/N=C(\N)COc1ccc(Cl)cc1
  A: i | B: 4% | C: -18% | D: 4% | E: 9%
> CCc1noc(C)c1C(=O)Nc1nc(-c2cc(C)ccc2C)c(C)s1
  A: 1.2% | B: -1% | C: 25% | D: -4% | E: -5%
> Cc1c(O)ccoc1=O
  A: 0.3% | B: -6% | C: 5% | D: 1% | E: 3%
> CSCCC(Nc1ncnc2ccc(Br)cc12)C(=O)O (stereo not drawn)
  A: 1.9% | B: 0% | C: -12% | D: -8% | E: 5%
> C/C=C/C(=O)Nc1cccc(C(F)(F)F)c1
  A: i | B: -3% | C: -17% | D: -1% | E: 11%
> O=C1NC(=S)S/C1=C\c1ccc(SCc2ccccc2)o1
  A: 0.7% | B: 50% | C: ? | D: 13% | E: -8%
> CCO[C@@H]1OC(C(=O)N2CCN(Cc3ccc4c(c3)OCO4)CC2)=C[C@H](C)[C@H]1CCCO
  A: 1.3% | B: 4% | C: -5% | D: 5% | E: 3%
> Cc1onc(-c2ccccc2)c1C(=O)Nc1ccccc1N1CCOCC1
  A: 1.6% | B: -4% | C: 5% | D: -6% | E: 1%
> Cc1cccc(OCC(=O)Nc2ccc(C(=O)c3ccc(C(=O)O)cc3)cc2)c1
  A: 0.9% | B: 18% | C: -3% | D: 4% | E: 4%

2 entries from above, with two lines to a compound:
The line under a structure holds: inhibitors of VEEV | M. tuberculosis HTS | M. tuberculosis | influenza NS1A | Salmonella PhoP GFP
- c1cc2c3c(cccc3c1)-c1cnccc1-2
 : 0.8% | . | . | -31% | .
- COC(=O)c1ccc(C2c3[nH]c4ccccc4c3C[C@H]3C(=O)N(C)CC(=O)N23)cc1 (stereo partly drawn)
 : 0.0% | -2% | -14% | -2% | -12%

(listing goes on)
structure,inhibitors of VEEV,M. tuberculosis HTS,M. tuberculosis,influenza NS1A,Salmonella PhoP GFP
Nc1nnc2c(C(F)(F)F)nc3ccccc3n12,3.1%,-2%,-13%,7%,-15%
O=S(=O)(Nc1ccc2c(c1)OCCO2)c1ccc(F)cc1,i,3%,6%,7%,5%
CCOc1ccc(Br)cc1S(=O)(=O)Nc1nc(CN2CCOCC2)nc2sc(C)c(C)c12,i,-6%,75%,-8%,-2%
C[C@H](CO)N1C[C@H](C)[C@@H](CN(C)C(=O)Nc2ccc(C(F)(F)F)cc2)Oc2ccc(NC(=O)c3ccncc3)cc2C1=O,0.2%,2%,17%,-2%,.
Fc1ccc(Nc2c(-c3ccco3)nc3ccccn23)cc1,1.1%,6%,30%,-2%,12%
CC(C)(C)c1ccc(C(=O)N2CCN(Cc3ccccc3)CC2)cc1,2.6%,5%,20%,-4%,-7%
O=C(COc1ccccc1)NCCSc1ccccc1,3.1%,1%,67%,-2%,-1%
Cc1noc(C)c1COC(=O)C1CCN(C(=O)c2ccc(Cl)cc2)CC1,0.3%,-2%,2%,4%,-7%
CC12C=CC(=O)C=C1CCC1C2C(=O)CC2(C)C(=O)CCC12 (stereo not drawn),0.4%,.,.,1%,.
COCCNC(=O)C(c1ccco1)N(C(=O)Cn1nnc2ccccc21)c1cccc(C)c1C (stereo not drawn),1.7%,-9%,6%,-1%,1%
CC(C)CC(C)N1CCC(n2nccc2NC(=O)CCc2ccccc2)CC1 (stereo not drawn),0.4%,3%,2%,1%,2%
CN1CCC(N(C)C(=O)c2sc3cc(F)ccc3c2Cl)CC1,0.4%,2%,-2%,-6%,-5%
O=C(NCc1ccccn1)Nc1cccc(Cl)c1,i,0%,20%,1%,6%
CCC(=O)c1ccc(OCC(=O)OCC(=O)c2c(N)n(C)c(=O)n(C)c2=O)cc1,1.1%,-15%,-7%,-6%,.
COc1cc(OC)c2ccc(=O)oc2c1C(CCN1CCCC(C)C1)c1ccc(N(C)C)cc1 (stereo not drawn),i,-6%,4%,19%,10%
COc1ccc(NC(=O)COc2coc(CN3CCc4ccccc4C3)cc2=O)cc1,3.5%,1%,17%,1%,1%
CCN(CC)C(=O)CSc1nnc2nnc3cc(OC)ccc3n12,i,33%,55%,.,-17%
CN1CCN(C(=S)NC(=O)/C=C/c2ccccc2)CC1,2.8%,-4%,-9%,-43%,-7%
Cc1cccc(C)c1OCc1cc(C(=O)NCC2COCCO2)no1 (stereo not drawn),7.1%,3%,13%,0%,-8%
Cn1c(=S)c2[nH]c(SCC3CCCO3)nc2n(C)c1=O (stereo not drawn),1.4%,.,.,-2%,.
COc1ccc(CN2CCNC(=O)C2CC(=O)NCCc2nc(C)c3c(n2)CCC3)cc1C (stereo not drawn),2.6%,1%,17%,-4%,4%

Molecules listed so far with fluorine:
structure,inhibitors of VEEV,M. tuberculosis HTS,M. tuberculosis,influenza NS1A,Salmonella PhoP GFP
FC(F)(F)c1cc(-c2ccco2)nc(N2CCOCC2)n1,i,2%,5%,-8%,18%
O=C1OC(N2C(=O)CC[C@H]2C(=O)Nc2ccc(F)c(F)c2)c2ccccc21 (stereo partly drawn),0.1%,-2%,-4%,-1%,10%
C/C=C/C(=O)Nc1cccc(C(F)(F)F)c1,i,-3%,-17%,-1%,11%
Nc1nnc2c(C(F)(F)F)nc3ccccc3n12,3.1%,-2%,-13%,7%,-15%
O=S(=O)(Nc1ccc2c(c1)OCCO2)c1ccc(F)cc1,i,3%,6%,7%,5%
C[C@H](CO)N1C[C@H](C)[C@@H](CN(C)C(=O)Nc2ccc(C(F)(F)F)cc2)Oc2ccc(NC(=O)c3ccncc3)cc2C1=O,0.2%,2%,17%,-2%,.
Fc1ccc(Nc2c(-c3ccco3)nc3ccccn23)cc1,1.1%,6%,30%,-2%,12%
CN1CCC(N(C)C(=O)c2sc3cc(F)ccc3c2Cl)CC1,0.4%,2%,-2%,-6%,-5%
